# MT1-MMP act inh = blocks activation of human MT1-MMP. HT1080 RFP-PRO-GFP cells, GFP/RFP ratio fluorescence, overnight; percent of plate control window, DMSO zero. GFP/RFP ratio change, % at 20 µM. hit rate 0.061% among 360,000. AID 651647;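 active = GFP/RFP ratio change of at least 30% with cell ATP level not reduced by more than half and red fluorescence within 50% of control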; note: strong numbers were not always called active
#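 Assay system: HT1080 RFP-PRO-GFP cells | Dosing: 20 µM single dose, 1% DMSO | Incubation: Cells overnight before dosing, compound overnight, 37 °C, 5% CO2 | Evaluation: GFP/RFP fluorescence ratio | Control set: DMSO-only wells and HT1080 RFP-L50D-GFP cell wells as references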
# Rin1-Abl PPI inh = human Rin1-Abl interaction inhibition | TR-FRET Rin1/Abl binding, biochemical | AID 588664 | inhibition, % at 7.35 µM | hit rate 0.4% among 360,000 | P00519+Q13671; in the data active = inhibition above about 5%, passing the limit was not always enough
# Target sequence (P00519 whole entry, looked up): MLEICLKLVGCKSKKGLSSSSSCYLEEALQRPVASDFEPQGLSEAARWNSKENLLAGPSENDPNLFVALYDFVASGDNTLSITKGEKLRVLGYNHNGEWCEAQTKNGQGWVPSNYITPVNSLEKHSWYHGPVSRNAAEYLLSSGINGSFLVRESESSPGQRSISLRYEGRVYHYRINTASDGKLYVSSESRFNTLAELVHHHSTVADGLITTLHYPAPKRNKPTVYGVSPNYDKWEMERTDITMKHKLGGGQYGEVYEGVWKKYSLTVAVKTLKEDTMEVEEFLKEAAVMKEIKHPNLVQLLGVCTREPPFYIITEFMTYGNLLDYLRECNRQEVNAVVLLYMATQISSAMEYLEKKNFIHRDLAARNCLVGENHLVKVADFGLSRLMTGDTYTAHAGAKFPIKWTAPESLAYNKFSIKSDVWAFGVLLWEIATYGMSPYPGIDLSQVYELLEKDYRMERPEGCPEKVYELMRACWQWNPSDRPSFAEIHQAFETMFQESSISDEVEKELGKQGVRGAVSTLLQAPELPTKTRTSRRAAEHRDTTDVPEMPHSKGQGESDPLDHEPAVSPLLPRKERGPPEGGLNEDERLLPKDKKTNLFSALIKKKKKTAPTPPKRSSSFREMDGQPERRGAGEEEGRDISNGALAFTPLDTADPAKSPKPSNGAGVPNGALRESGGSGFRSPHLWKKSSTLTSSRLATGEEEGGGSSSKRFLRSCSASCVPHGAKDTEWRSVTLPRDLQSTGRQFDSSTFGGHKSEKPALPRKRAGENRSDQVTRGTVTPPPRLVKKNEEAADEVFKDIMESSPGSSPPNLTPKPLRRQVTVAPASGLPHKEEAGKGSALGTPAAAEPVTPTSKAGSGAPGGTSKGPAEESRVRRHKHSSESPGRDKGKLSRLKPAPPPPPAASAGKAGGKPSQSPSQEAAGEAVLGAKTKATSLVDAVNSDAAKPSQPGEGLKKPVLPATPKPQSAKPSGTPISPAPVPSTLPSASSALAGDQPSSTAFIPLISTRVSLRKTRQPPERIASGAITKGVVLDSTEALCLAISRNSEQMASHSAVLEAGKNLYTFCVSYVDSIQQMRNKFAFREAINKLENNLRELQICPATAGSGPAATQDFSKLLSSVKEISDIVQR
# Target sequence (Q13671 whole entry, looked up): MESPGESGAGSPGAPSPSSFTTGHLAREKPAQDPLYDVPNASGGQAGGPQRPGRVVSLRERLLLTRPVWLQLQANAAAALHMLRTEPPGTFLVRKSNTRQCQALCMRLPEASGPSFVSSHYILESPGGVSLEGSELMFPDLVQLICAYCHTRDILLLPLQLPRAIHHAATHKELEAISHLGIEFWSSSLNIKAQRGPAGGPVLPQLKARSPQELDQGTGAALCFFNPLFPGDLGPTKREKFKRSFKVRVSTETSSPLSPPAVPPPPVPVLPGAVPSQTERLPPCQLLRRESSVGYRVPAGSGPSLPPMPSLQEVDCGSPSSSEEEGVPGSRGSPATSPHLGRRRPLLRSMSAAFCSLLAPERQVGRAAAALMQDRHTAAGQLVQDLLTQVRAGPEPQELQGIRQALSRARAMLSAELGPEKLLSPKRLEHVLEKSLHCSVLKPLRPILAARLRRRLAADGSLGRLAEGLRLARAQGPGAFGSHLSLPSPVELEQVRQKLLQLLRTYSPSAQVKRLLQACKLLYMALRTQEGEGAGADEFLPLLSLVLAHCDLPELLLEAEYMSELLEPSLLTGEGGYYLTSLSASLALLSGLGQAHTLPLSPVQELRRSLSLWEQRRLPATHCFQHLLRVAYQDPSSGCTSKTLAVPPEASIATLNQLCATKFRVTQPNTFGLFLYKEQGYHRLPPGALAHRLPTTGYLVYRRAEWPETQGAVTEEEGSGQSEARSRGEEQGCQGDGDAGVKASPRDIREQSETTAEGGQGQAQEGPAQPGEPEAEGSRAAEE
# E coli Lon inh = inhibitors of E. coli Lon protease. hit rate 0.42% among 360,000. P0A9M0. inhibition, % at 7.94 µM. AID 602123. purified E. coli Lon protease, fluorescence polarization; in the data active = inhibition above about 13%, passing the limit was not always enough;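 note: 0% = enzyme with probe and DMSO and 100% = no enzyme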
# Neddylation inh = cullin neddylation inhibition. hit rate 0.58% among 360,000. TR-FRET cullin neddylation, biochemical. calls only at 25 µM. AID 651699; in the data active = inhibition above about 36%
# FAS TE block = FAS thioesterase (human) inhibition; AID 602261; recombinant FAS-TE, OMFH fluorogenic substrate, fluorescence endpoint; hit rate 0.67% among 360,000; P49327; inhibition, % at 15 µM;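 active = compounds whose normalised, plate-corrected inhibition of enzyme fluorescence in the single-dose primary screen is 50% or more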;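 note: 0% = DMSO with enzyme and 100% = substrate without enzyme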
# MsrA act = activators of bovine methionine sulfoxide reductase A. activation, % at 10.6 µM. purified bovine MsrA, absorbance read-out. hit rate 0.3% among 360,000; in the data active = activation above about 7.5%;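 note: 0% = vehicle and 100% = reference activator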
# SKN-1 block = C. elegans SKN-1 inhibition; C. elegans VP596 Pgst-4::GFP/RFP ratio, acrylamide-induced, 24 h; inhibition, % at 21.8 µM; hit rate 0.49% among 360,000;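 active = interference check ratio from 0.5 to 1.5 plus GFP to RFP signal ratio inhibition reaching or exceeding a fixed threshold, cut at about 30% in these data, passing the limit was not always enough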; note: some compounds called inactive have numbers as strong as hits
# CendR NRP1 mod = alters CendR peptide binding to human NRP-1. O14786. FAM-RPARPAR peptide binding to NRP-1, fluorescence polarization. inhibition, % at 25 µM. hit rate 0.85% among 360,000. AID 602438;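 active = inhibition or corrected inhibition above about 18%, plus a signal ratio from 0.5 to 1.5, limit read from the data, passing the limit was not always enough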; note: strong numbers were not always called active
# MsrA inhibitor = inhibits bovine methionine sulfoxide reductase A | inhibition, % at 15.5 µM | AID 651718 | purified bovine MsrA, absorbance read-out | hit rate 0.75% among 360,000; in the data active = inhibition above about 4.5%;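 note: 0% = vehicle wells with enzyme and 100% = reference inhibitor wells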
# * marks the source's active call; other numbers are inactive results; i = inactive; . = no result given.
No.	smiles	MT1-MMP act inh	Rin1-Abl PPI inh	E coli Lon inh	Neddylation inh	FAS TE block	MsrA act	SKN-1 block	CendR NRP1 mod	MsrA inhibitor
1	CC(=O)Oc1ccc(Cn2c(C)c(C(=O)NCc3cccc(C(F)(F)F)c3)sc2=O)cc1	4	0	9	i	18	-5	-5	-4	-1.2
2	Cc1cc(=O)[nH]c(N/N=C/c2ccc(Cl)c([N+](=O)[O-])c2)n1	6	-3	-5	i	4	-1	11	-8	-1.1
3	O=C(NCCN1CCOCC1)C1CCN(c2nc3ccccc3o2)CC1	2	-2	-4	i	-8	-7	17	-1	.
4	N#Cc1c(SCC(=O)Nc2nccs2)sc2c(O)cc(=O)[nH]c12	-1	1	-33	i	-1	-5	8	-76	4.9*
5	O=C(Cn1ncc2c(=O)oc3ccccc3c21)NCCCN1CCCC1=O	5	-3	0	i	2	1	8	4	-0.7
6	CCCCCCn1c(N2CCN(c3ccccc3)CC2)nc2c1c(=O)[nH]c(=O)n2C	-2	-2	-4	i	28	-1	-16	10	-0.5
7	CNC(=O)c1[nH]cnc1C(=O)N[C@@H](C)C(=O)OCc1ccccc1	13	0	7	i	-8	-1	17	14	-0.3
8	CCN(C(=O)COC(=O)c1sccc1C)c1c(N)n(Cc2ccccc2)c(=O)[nH]c1=O	13	2	-7	i	-4	-14	10	12	-1.0
9	C=CCOc1c(Br)cc(CNn2c(C)n[nH]c2=S)cc1OCC	2	0	-9	i	8	-3	11	-6	0.2
10	CCOC(=O)c1[nH]c(C)c(C(=O)NC2CCN(C(=O)OCC)CC2)c1C	6	-1	6	i	-10	3	6	18	0.4
11	Clc1ccc(SCCOCCN2CCOCC2)cc1	2	-1	-1	i	-7	-1	7	4	1.8
12	Cn1c(=O)c2c(nc(CN3CCN(Cc4ccccc4)CC3)n2Cc2ccc(F)cc2)n(C)c1=O	-2	-3	4	i	19	0	2	2	-0.4
13	Cc1ccc(CSc2nnc(CCNC(=O)OC(C)(C)C)o2)cc1	-2	-4	-1	i	4	2	-5	1	1.3
14	COc1ccc(Cc2nnc(NC(=O)Nc3ccc(C)cc3)s2)cc1OC	.	3	5	i	-3	-8	-1	2	-0.5
15	COc1ccccc1N1C(=O)CC(Nc2ccc(N3CCOCC3)cc2)C1=O (stereo not drawn)	10	0	4	i	-6	-3	20	15	0.5
16	CCOc1ccc(OCCCC(=O)Nc2cc(S(=O)(=O)N3CCOCC3)ccc2N2CCOCC2)cc1	6	2	9	i	4	-6	-14	-21	-1.0
17	CCC1(c2ccc(F)cc2)NC(=O)N(CC(=O)N2c3ccccc3NC(=O)CC2C)C1=O (stereo not drawn)	2	5	-3	i	0	-8	-12	-5	0.0
18	CN(C(=O)c1ccc(NC(=O)Cc2cccc(NC(=O)C3CCN(C(=O)C4CCCC4)CC3)c2)cc1)C1CC1	3	20*	-3	i	-7	0	5	-1	0.0
19	COc1ccc(Cn2nnnc2C(c2cccs2)N2CCN(c3ccc([N+](=O)[O-])cc3)CC2)cc1 (stereo not drawn)	5	4	-10	i	44	-2	8	-5	-0.1
20	CC(C)CNC(=O)c1cccc2c(-c3cccnc3)coc12	5	4	-1	i	-2	-3	6	-1	-0.6
21	CC(=O)N1CC[n+]2c(-c3ccc([N+](=O)[O-])cc3)csc21	10	-6	5	i	-34	-6	-12	-9	1.9
22	CC(C)C(=O)NC(Nc1cc(C(F)(F)F)ccc1Cl)C(Cl)(Cl)Cl (stereo not drawn)	-1	-1	-20	i	17	4	7	2	0.4
23	COc1cccc(C(=O)Nc2ccc(N3CCN(C(=O)c4cccs4)CC3)cc2)c1	-8	0	4	i	-1	-2	14	7	-1.2
24	CCN(CC)S(=O)(=O)c1ccc(OC)c(NC(=O)OCc2ccccc2)c1	1	1	4	i	16	-2	3	4	0.5
25	COc1ccc(Oc2c(C)oc3c(CN4CCOCC4)c(O)ccc3c2=O)cc1	-2	0	-2	.	-5	-6	17	-12	1.9
26	C[C@@H]1CN([C@@H](C)CO)C(=O)CCCn2nncc2CO[C@H]1CN(C)C	-1	2	-6	i	-7	1	-18	1	-1.0
27	CCOc1cccc(C(=O)NC(=S)Nc2ccc(N3CCN(CC)CC3)cc2)c1	2	-3	10	i	2	0	3	18	-0.9
28	CCOc1cc(NC(=O)c2ccccc2C)c(OCC)cc1NC(=O)C1=Cc2ccccc2OC1	5	0	-3	i	-2	1	-4	-18	-0.2
29	COCCSc1ccccc1C(=O)N1CCN(Cc2ccccc2)CC1	-1	0	2	i	-3	-4	2	16	-0.4
30	COc1ccc(CCN(Cc2ccccn2)C(=S)Nc2ccc(C)cc2)cc1OC	-2	-1	2	i	11	-5	-5	4	0.1
31	CC1(C)CC(NC(=O)C23CCC(C)(C(=O)C2)C3(C)C)CC(C)(C)N1 (stereo not drawn)	-2	0	-1	i	-8	-6	-22	-11	1.1
32	COc1ccc(NC(=O)CC2SC(=NCC3CCCO3)NC2=O)c([N+](=O)[O-])c1 (stereo not drawn)	4	2	-3	i	-7	-4	2	0	2.1
33	O=C(Cc1ccccc1[N+](=O)[O-])Nc1ccccc1C(=O)N1CCCC1	2	-2	3	i	-6	-4	-1	2	0.6
34	C/C(=N/NC(=O)c1cnccn1)c1cccs1	-1	-1	-9	i	-11	-14	-23	3	2.5
35	O=C(Nc1cccc(C(=O)O)c1)/C(=C\c1ccccc1)NC(=O)c1cccc2ccccc12	2	0	-6	i	-5	-1	2	2	0.5
36	N#Cc1c2c(c(-c3ccccc3Cl)[nH]c1=S)CCCC2	0	-2	3	i	48	1	4	2	-0.2
37	COc1ccc(C(=O)N2CCN(C(=O)Cc3ccccc3)CC2)cc1	0	3	8	i	-13	-2	-3	-2	-0.5
38	O=C(CC1CCCC1)N1CCN(S(=O)(=O)c2cccc(F)c2)CC1	0	2	-2	i	1	-2	5	-18	2.5
39	COc1ccc(/C=C2\CCC(C3CCCC3)C2=O)cc1Cn1nc(C)cc1C (stereo not drawn)	-4	0	8	i	23	-7	-4	6	-0.8
40	CCOC(=O)c1ccc(-n2c(C)nc3ccc(Br)cc3c2=O)cc1	-1	2	-4	i	24	-3	5	2	0.3

# Three entries from above, sorted by the value under SKN-1 block, highest first:
cpd	smiles	SKN-1 block
27	CCOc1cccc(C(=O)NC(=S)Nc2ccc(N3CCN(CC)CC3)cc2)c1	3
26	C[C@@H]1CN([C@@H](C)CO)C(=O)CCCn2nncc2CO[C@H]1CN(C)C	-18
34	C/C(=N/NC(=O)c1cnccn1)c1cccs1	-23

# Later entries.
No.	smiles	MT1-MMP act inh	Rin1-Abl PPI inh	E coli Lon inh	Neddylation inh	FAS TE block	MsrA act	SKN-1 block	CendR NRP1 mod	MsrA inhibitor
41	Cc1ccc(NC(=O)CSCC(=O)NCc2ccco2)cc1	1	-1	-5	i	-6	2	-1	5	-0.8
42	CCN(CC)C(=O)C1=C(C)N(Cc2ccc(F)cc2)C(=O)C(CC(=O)NC2CCCCC2)C1 (stereo not drawn)	0	0	-1	i	-10	-8	3	-6	0.4
43	Cc1cc(C)c(C(=O)NC2CCCc3c2cnn3-c2cccc(C)c2C)o1 (stereo not drawn)	7	-1	-1	i	4	-6	4	9	0.3
44	Cc1cccc(C)c1NC(=O)C(C1CC1)n1c(=O)c(-c2ccco2)nc2ccccc21 (stereo not drawn)	-11	.	.	i	.	.	-1	-40	1.2
45	O=C(Nc1ccc2c(c1)OCCO2)c1ccc2nccnc2c1	-1	6	-7	i	-7	-10	-6	-1	2.3
46	COc1ccc(-c2cc(=O)oc3cc(OC(C)C(=O)Nc4ccc(CN5CCOCC5)cc4)ccc23)cc1 (stereo not drawn)	2	-2	-3	i	14	-4	12	-20	1.0
47	CSc1ncc(CN2CCc3c([nH]c4ccccc34)C2C(C)(C)C)cn1 (stereo not drawn)	-3	-5	2	.	17	-5	-11	-3	0.1
48	CC(C)CN(C(=O)COC(=O)/C=C/c1cccs1)c1c(N)n(Cc2ccccc2)c(=O)[nH]c1=O	-2	3	0	i	-6	-3	2	6	1.6
49	Cc1cc(C(=O)N2CCN(C/C=C/c3ccccc3)CC2)cs1	3	-1	-10	i	-2	-3	3	-13	.
50	CCOc1cc(/C=N/NC(=O)CSc2nncn2C)ccc1OCC(N)=O	-3	-4	4	i	-5	-6	5	-3	1.0
51	Cc1cccc(C(=O)OCC(=O)Nc2sccc2C(N)=O)c1C	0	-1	0	i	-3	1	13	7	0.2
52	COCCNC(=O)NC(=O)COC(=O)C1(c2ccc(Cl)cc2)CC1	1	3	-2	i	-5	-2	1	-2	-0.8
53	COC(=O)c1cc(OC)c(OC)cc1NC(=S)N1CCN(C)CC1	-4	-1	0	i	-6	-2	-4	4	0.1
54	CCC(NC(=O)Nn1cnnc1)(C(F)(F)F)C(F)(F)F	-4	0	-13	i	-14	-2	-8	4	0.0
55	COc1ccc(/C=N/Nc2nc(=O)[nH]nc2C)cc1[N+](=O)[O-]	3	-3	1	i	20	-6	10	14	1.4
56	CCN(CC)CCNC(=O)C1c2cc(OC)c(OC)cc2C(=O)N2CCc3ccccc3C12 (stereo not drawn)	7	-4	2	i	-7	-5	-6	-4	0.1
57	NC(=O)c1nsc(C(=O)N(c2cccc(F)c2)C(C(=O)NCC2CCCO2)c2c[nH]c3ccccc23)c1N (stereo not drawn)	-7	1	8	i	2	-1	9	5	1.4
58	CCCSc1nc2c(cnn2-c2ccc(F)cc2)c(=O)[nH]1	4	-4	-11	i	-5	-3	1	-5	-0.8
59	COc1ccc(NC(=O)CC2C(=O)NCCN2C(=O)c2ccccc2)cc1 (stereo not drawn)	-4	3	0	i	-4	-1	25	-2	1.0
60	COc1ccc2c(c1)C(C)CC(C)(C)N2C(=O)NC1CCCCC1 (stereo not drawn)	-6	1	-7	i	8	-1	0	7	-1.2

# Single records (already shown). Values in the order: MT1-MMP act inh	Rin1-Abl PPI inh	E coli Lon inh	Neddylation inh	FAS TE block	MsrA act	SKN-1 block	CendR NRP1 mod	MsrA inhibitor
# Listed for `CCCCCCn1c(N2CCN(c3ccccc3)CC2)nc2c1c(=O)[nH]c(=O)n2C` = -2	-2	-4	i	28	-1	-16	10	-0.5
# Listed for `COc1ccc(/C=N/Nc2nc(=O)[nH]nc2C)cc1[N+](=O)[O-]` = 3	-3	1	i	20	-6	10	14	1.4

# (more compounds)
No.	smiles	MT1-MMP act inh	Rin1-Abl PPI inh	E coli Lon inh	Neddylation inh	FAS TE block	MsrA act	SKN-1 block	CendR NRP1 mod	MsrA inhibitor
61	Cc1ccc(C(=O)Nc2nc3nc(-c4ccccc4)cc(=O)n3[nH]2)cc1	1	0	-1	i	-7	3	9	-21	0.7
62	Cc1ccc(S(=O)(=O)N[C@@H](CC(C)C)C(=O)N2CCC(C(=O)N[C@@H](Cc3ccccc3)C(=O)O)CC2)cc1	-1	3	-2	i	-5	-3	10	4	-0.4
63	COc1cc(C2SCC(=O)N2c2nnc(C34CC5CC(CC(C5)C3)C4)s2)cc(OC)c1OC (stereo not drawn)	4	-1	-4	i	-4	-7	5	4	0.9
64	COc1ccc(/C=C(/NC(=O)c2ccccc2)C(=O)N2CCCCC2)cc1	-1	-2	0	i	-1	-5	8	2	-0.3
65	CCOP(=O)(OCC)/C(C#N)=C/c1ccc(-c2ccc(F)cc2F)o1	1	0	8	i	8	-2	24	-3	-0.1
66	COc1nccc(C(F)(F)F)c1C(=O)NC(=O)Nc1c(C)cccc1C	1	1	4	i	5	-1	2	8	1.9
67	CCCn1c(N)c(C(=O)CSc2nnc(C3CC3)n2Cc2ccccc2)c(=O)[nH]c1=O	-3	-2	-4	i	-8	-5	-16	2	0.1
68	Cc1ccc(NC(=O)C[n+]2ccn(C3=C([O-])c4ccccc4C3=O)c2)cc1	1	-4	-8	i	-1	-3	2	-6	1.7
69	CC1CCCCN1CC(=O)Nc1ccccc1Sc1ccccc1 (stereo not drawn)	-5	0	10	i	16	-2	13	8	-0.6
70	Cc1cc(OCCN2CCN(S(=O)(=O)c3ccccc3F)CC2)ccc1C(C)C	2	0	-12	i	34	-1	3	6	-0.5
71	COc1ccc(C(=O)Nn2c(SCC(=O)c3ccc(Cl)cc3)nc3ccccc3c2=O)cc1	7	1	11	i	47	0	8	1	0.9
